TbPYK inhibitor = T. brucei pyruvate kinase inhibition; Q57TT1; Potency, µM (highest dose often 76.8 µM), for the others: at the top dose activity, negative = inhibition, most hits filed as inhibitors; AID 624173; 0.12% of 410,000 active; TbPYK enzyme, Kinase-Glo Plus ATP luminescence, 45 min; also: nearly all actives have a fitted effect of over 50% in size
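In this concentration-response screen, enzyme-free wells defined baseline while DMSO plates tracked drift. Each reaction combined TbPYK, substrate, compound and 130 uM ADP for 45 min at room temperature. Kinase-Glo Plus luminescence gave the signal.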
Sm TGR block = blocks Schistosoma mansoni thioredoxin glutathione reductase | Q962Y6 | purified TGR, DTNB reduction, TNB absorbance 405 nm | Potency, µM (titrated, usually from 114 µM), for the others: top-dose activity change, negative = inhibition, hits mostly inhibitors | 3% of 360,000 active; also: nearly all actives have a fitted effect of over 60% in size
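Kinetic colorimetric format: TGR-catalysed, NADPH-driven DTNB reduction monitored via TNB absorbance. Enzyme dispensed at 20 nM; compound exposure 15 min at room temperature before reaction start.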
Pf growth 96h = inhibits malaria parasite growth, 96 h | 6.9% of 320,000 active | P. falciparum luciferase reporter growth, 96 h | Potency, µM (doses to about 28.7 µM), inactives show at the top dose activity change, negative = inhibition, usual class: inhibitors
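Infected RBCs, 2% Hct / 0.05% parasitemia final; luciferase-reporter P. falciparum; cpd 96 h, 37 C, 5% CO2; luciferase detection reagent; luminescence.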
HCV inh = inhibitors of hepatitis C virus infection | Potency, µM (top dose mostly 41.8 µM), for the others: top-dose activity change, negative = inhibition, usual class: inhibitors | AID 651820 | Huh7.5.1 HCVcc-Cre infection, luciferase reporter, 44 h | 3.4% of 340,000 active
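A cell-based infection assay in which seeded cells (1,000 per well) receive test compound after 4 h, are inoculated with HCVcc-Cre at approximately 0.5 moi, and are incubated 44 h before luminescence detection.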
LmPK inh = inhibitors of Leishmania mexicana pyruvate kinase; purified LmPK, Kinase-Glo ATP luminescence, 1 h; Potency, µM (doses to about 57.5 µM), for inactives: top-dose activity change, negative = inhibition, most hits filed as inhibitors; 0.37% of 290,000 active
Target sequence (Q27686 whole entry, looked up): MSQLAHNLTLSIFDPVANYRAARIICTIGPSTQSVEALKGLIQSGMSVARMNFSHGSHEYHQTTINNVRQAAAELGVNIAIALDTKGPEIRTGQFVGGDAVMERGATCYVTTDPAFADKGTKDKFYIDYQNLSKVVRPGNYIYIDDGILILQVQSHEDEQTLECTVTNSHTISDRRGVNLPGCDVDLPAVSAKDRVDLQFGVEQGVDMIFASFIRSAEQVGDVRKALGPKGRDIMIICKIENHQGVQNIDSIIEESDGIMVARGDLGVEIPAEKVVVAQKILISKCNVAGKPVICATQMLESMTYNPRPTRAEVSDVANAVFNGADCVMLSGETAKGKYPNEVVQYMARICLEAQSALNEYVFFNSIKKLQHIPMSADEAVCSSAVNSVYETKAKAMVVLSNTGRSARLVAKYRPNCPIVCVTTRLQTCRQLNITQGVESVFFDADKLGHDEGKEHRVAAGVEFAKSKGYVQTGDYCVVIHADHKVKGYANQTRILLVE
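Kinase-Glo luminescence read after 1 h RT reaction of 0.1 nM LmPK with 0.5 mM PEP and 0.1 mM ADP. Activity scaled between uninhibited and enzyme-free controls.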
Pf growth 48h = P. falciparum growth inhibition at 48 hours (one generation) | P. falciparum luciferase growth in erythrocytes, 48 h | Potency, µM (doses to about 28.7 µM), for the others: at the top dose activity change, negative = inhibition, usual class: inhibitors | 5.9% of 310,000 active
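A one-generation exposure of luciferase-tagged malaria parasites in RPMI 1640/Albumax erythrocyte culture, 37 C and 5% CO2. Inhibition is inferred from decreased luminescence after adding detection reagent.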
* = called active by the depositor; ? = inconclusive; . = no result given; [ ] = dose if it differs, or a comment. Calls follow the shape of the dose curve; as a rule, active = well fitted curve in the direction sought with a large enough effect; inconclusive = small, poorly fitted or top-dose-only effect, or another doubt; inactive = no such curve, though single readings can be large; an effect the other way counts as inactive or inconclusive. % is scaled to controls: 0 for no effect and ±100 for the full control effect; potency is read from the fitted curve at half-maximal effect.

entry	molecule	HCV inh	Pf growth 96h	TbPYK inhibitor
1	CC(C)C(C(=O)NC1CCCC1)N(CC1CCCO1)C(=O)CNS(=O)(=O)c1ccccc1 (stereo not given)	3%	4%	3%
2	COc1ccc(C)cc1NC(=O)C(=O)N/N=C(\C)CC(=O)Nc1cccnc1	-26%	51%[activator]	-1%
3	CC(=O)Nc1cccc(-c2cn3ccccc3n2)c1	1%	13µM*	6%
4	O=C(c1ccco1)n1nc(-c2ccc(Cl)cc2)nc1NCc1ccco1	?	-2%	.
5	CCn1cc(C(=O)Nc2ccc(NC(=O)c3ccco3)cc2)c(=O)c2ccc(C)nc21	?	6.6µM*	-1%
6	CN(C)/C=N/c1ncc(C(=O)c2ccccc2)s1	4%	126%[activator]	-10%
7	CCOC(=O)C1=C(C)OC(N)=C(C(=O)OCC)C1c1cccnc1 (stereo not given)	-15%	?	-5%
8	O=C(Nc1ncccc1O)c1ccc(Cl)c(S(=O)(=O)N2CCCCC2)c1	22%	?	-2%
9	COc1ccc(Cl)cc1NC(=O)CN(C)C(=O)CNC(=O)C12CC3CC(CC(C3)C1)C2	2%	.	1%
10	O=C(c1cccnc1)N1N=C(c2cccs2)CC1c1ccc(F)cc1 (stereo not given)	-20%	9%	-4%

entry	Sm TGR block	LmPK inh	Pf growth 48h
1	0%	12%	-17%
2	-31%	0%	6%
3	.	-2%	82%[activator]
4	5%	3%	35%
5	-6%	0%	22%
6	4%	-5%	149%[activator]
7	-5%	7%	-29%
8	-10%	.	?
9	3%	4%	?
10	3%	-2%	0%

The list goes on.
entry	molecule	HCV inh	Pf growth 96h	TbPYK inhibitor
11	NS(=O)(=O)c1cc(C(=O)OC2CCOC2=O)ccc1Cl (stereo not given)	-8%	8%	7%
12	COc1ccc(OCCC(=O)Nc2nccs2)cc1	1%	12%	-5%
13	Cc1cccc(-n2cnc(C(=O)NC3CCCCCC3)c2)n1	3%	240%[activator]	-5%
14	CC1=C(SCCC#N)S/C(=C2\SC(C)=C(SCCC#N)S2)S1	-19%	.	-28%
15	O=c1c2ccccc2c(-c2ccc(Br)cc2)nn1Cc1ccccc1	9%	?	-9%
16	CSc1nc(O)c(Cc2ccccc2)c(=O)[nH]1	20%	.	-5%
17	Cc1ccccc1C(=O)N[C@H](C(=O)OCC(=O)c1ccc[nH]1)C(C)C	7%	318%[activator]	-10%
18	Cc1ccc2cc(/C=C3\N=C(c4ccccc4)OC3=O)c(N3CCOCC3)nc2c1	10%	35%[activator]	0%
19	COc1ccc(S(=O)(=O)N2CCCC2C(=O)Nc2ccc(C)cc2)cc1 (stereo not given)	-24%	62%[activator]	-3%
20	CCCCn1c(NCc2ccccc2NS(=O)(=O)c2ccc(C)cc2)nc2ccccc21	?	48%[activator]	-4%

entry	Sm TGR block	LmPK inh	Pf growth 48h
11	6%	-4%	5%
12	.	0%	3%
13	-28%	-9%	58%[activator]
14	?	1%	-6%
15	17%	-5%	?
16	1%	-1%	33%[activator]
17	-11%	-3%	-2%
18	5%	-3%	0%
19	-26%	6%	-26%
20	14%	-2%	?

From compound 12 up to 15, as listed above:
entry	molecule	HCV inh	Pf growth 96h	TbPYK inhibitor
12	COc1ccc(OCCC(=O)Nc2nccs2)cc1	1%	12%	-5%
13	Cc1cccc(-n2cnc(C(=O)NC3CCCCCC3)c2)n1	3%	240%[activator]	-5%
14	CC1=C(SCCC#N)S/C(=C2\SC(C)=C(SCCC#N)S2)S1	-19%	.	-28%
15	O=c1c2ccccc2c(-c2ccc(Br)cc2)nn1Cc1ccccc1	9%	?	-9%

entry	Sm TGR block	LmPK inh	Pf growth 48h
12	.	0%	3%
13	-28%	-9%	58%[activator]
14	?	1%	-6%
15	17%	-5%	?

(further entries)
entry	molecule	HCV inh	Pf growth 96h	TbPYK inhibitor
21	C=CCN(c1ccccc1)S(=O)(=O)c1cccc(C(=O)NC2CCC(O)CC2)c1 (stereo not given)	24%	-5%	1%
22	COc1ccc(-c2ccc(SCC(=O)c3cccs3)nn2)cc1	-22%	41%[activator]	5%
23	CC(Oc1ccc(Cl)cc1Cl)C(=O)Nc1ccc(OCC(=O)O)cc1 (stereo not given)	11%	3%	5%
24	Cc1cc2cc(CNC(=O)c3ccc(S(=O)(=O)N4CCCCC4)cc3)ccc2n1C	-20%	42%[activator]	1%
25	Cc1nn(CC(O)CN2c3ccccc3Sc3ccccc32)c(C)c1Br (stereo not given)	?	2.6µM*	-20%
26	COc1ccc(-n2c(-c3ccccc3)cc3c2CCCC3=O)cc1	-11%	?	-4%
27	O=C(c1cccc2nccnc12)N1CCCC(Nc2ccc(F)c(F)c2)C1 (stereo not given)	-11%	7%	2%
28	CCc1ccc2c(c1)C(c1ccc([N+](=O)[O-])cc1)=NNC(c1ccc(C)cc1)=N2	-3%	37%[activator]	-12%
29	C=CCn1c(COc2cccc3ccc(C)nc23)nnc1SCC(=O)OC	6%	.	-2%
30	COc1ccc(N(C(=O)CNC(=O)c2ccco2)C(C(=O)NCC2CCCO2)c2ccccc2)cc1Cl (stereo not given)	18%	9%	1%

entry	Sm TGR block	LmPK inh	Pf growth 48h
21	-1%	.	?
22	0%	0%	34%[activator]
23	9%	3%	74%[activator]
24	-24%	-4%	.
25	7%	-1%	.
26	-2%	10%	?
27	-19%	1%	47%[activator]
28	-18%	1%	37%[activator]
29	-23%	7%	.
30	-3%	-2%	-2%

The list continues.
entry	molecule	HCV inh	Pf growth 96h	TbPYK inhibitor
31	O=C(c1ccc(Br)cc1)C12CN3CN(CN(C3)C1)C2	14%	40%[activator]	1%
32	Cn1c(-c2c(N)n(CCc3ccccc3)c3nc4ccccc4nc23)nc2ccccc21	?	5.2µM*	-5%
33	CCC(C)(C)NC(=O)c1cccc(NC(=O)C(C)C)c1	6%	?	-1%
34	Cn1c(SCC(=O)c2ccccc2)nnc1-c1cccc(N)c1	-14%	3%	-9%
35	CCOC(=O)c1sc(N)c(C(=O)Nc2ccccc2)c1C	12%	3%	?
36	O=C(O)CC(c1cccc(Cl)c1)n1cccc1 (stereo not given)	11µM*	.	7%
37	CC1CCC2(CC1)NC(=O)N(CC(=O)N1CCN(C(=O)c3ccco3)CC1)C2=O (stereo not given)	2%	1%	1%
38	Cc1ccc(S(=O)(=O)N(CC(=O)Nc2cccnc2)c2ccccc2C)cc1	-24%	7%	-18%
39	Oc1ccccc1C1=NCCNC(C(F)(F)C(F)F)=C1	14%	.	2%
40	O=C(Nc1ccccc1)NC1CS(=O)(=O)CC1O (stereo not given)	3%	9%	2%

entry	Sm TGR block	LmPK inh	Pf growth 48h
31	3%	5%	-6%
32	-22%	8%	.
33	0%	0%	-4%
34	-11%	6%	.
35	5%	-7%	84%[activator]
36	?	6%	5%
37	-4%	.	38%[activator]
38	11%	-1%	-45%
39	-31%	0%	5%
40	4%	4%	-7%

Other structures.
entry	molecule	HCV inh	Pf growth 96h	TbPYK inhibitor
41	COc1ccc(C(=O)Nc2nnc(SCC(=O)NCC3CCCO3)s2)cc1OC (stereo not given)	.	0%	-10%
42	N#CCCN1CCN(Cc2ccccc2)CCC1=O	5%	1%	4%
43	COC(=O)C(CCCCN1C(=O)C2C3C=CC(C3)C2C1=O)N1C(=O)C2C3C=CC(C3)C2C1=O (stereo not given)	-9%	?	1%
44	O=C(O)c1ccc(N=NN2CCCCCC2)cc1	41%[activator]	8%	-6%
45	O=[N+]([O-])c1ccccc1NCc1ccc(Cl)cc1	-2%	0%	7%
46	Cc1cccc(C)c1NC(=O)COC(=O)c1cc(-c2cccnc2)nc2ccccc12	8%	32%[activator]	-13%
47	CCc1ccc2[nH]c(=O)c(CN(Cc3ccccc3)C(=O)Nc3ccccc3OC)cc2c1	2.5µM*	.	-6%
48	Cc1cc(C)n2nc(C(=O)OCC(=O)c3cc(C)n(CC4CCCO4)c3C)nc2n1 (stereo not given)	11%	38%[activator]	3%
49	Cc1cccc(OCCC(=O)Nc2ccc(F)c(Cl)c2)c1	-7%	32%[activator]	-3%
50	O=C(COC(=O)CNS(=O)(=O)c1ccc2ccccc2c1)Nc1ccccc1Sc1ccccc1	3%	34%[activator]	-6%

entry	Sm TGR block	LmPK inh	Pf growth 48h
41	-16%	-6%	13%
42	7%	-13%	37%[activator]
43	?	-4%	-5%
44	-15%	-2%	139%[activator]
45	-17%	-5%	-2%
46	3%	4%	18%
47	-2%	1%	-93%
48	11%	5%	1%
49	-8%	-4%	27%
50	-12%	2%	4%

New compounds follow.
entry	molecule	HCV inh	Pf growth 96h	TbPYK inhibitor
51	CCC(NC(=O)c1cccc(Cn2cc([N+](=O)[O-])cn2)c1)c1ccc(C(C)C)cc1 (stereo not given)	?	.	-1%
52	Cn1c(SCC(=O)Nc2cc(C(C)(C)C)nn2-c2ccccc2)nc2ccccc21	?	?	-12%
53	CCSc1ncccc1C(=O)N[C@@H](CCSC)C(=O)OC	15%	3%	3%
54	CCN1/C(=C2\C(=O)N(C)C(=S)N2C)C=Cc2cc(C)ccc21	2%	23%	-25%
55	Cc1nn(C)c(C)c1S(=O)(=O)NC1CCCc2ccccc21 (stereo not given)	20%	53%[activator]	-23%
56	COc1ccc(-c2nc3ccc(C)cn3c2NCc2ccccc2)cc1SC1CCCCC1	?	6.6µM*	2%
57	O=C(OCC#CCSc1nnc(-c2ccccc2)o1)c1cccs1	12%	7%	-8%
58	CS(=O)(=O)Nc1ccccc1C(=O)Nc1ccccc1C(=O)N1CCCC1	20%	23%	-1%
59	CC1(C)Cc2ccccc2C(NNC(=O)c2ccncc2)=N1	18%	44%[activator]	2%
60	Cc1ccc(C(=O)Nc2ccccc2N2CCN(C(=O)C(C)C)CC2)cc1	-16%	.	5%

entry	Sm TGR block	LmPK inh	Pf growth 48h
51	5%	3%	-14%
52	5%	1%	?
53	-4%	-2%	0%
54	5%	16µM*	3.7µM*
55	-1%	1%	5%
56	-14%	.	10µM*
57	?	2%	.
58	0%	2%	18%
59	7%	-3%	3%
60	74%[activator]	4%	9.3µM*

Next structures.
entry	molecule	HCV inh	Pf growth 96h	TbPYK inhibitor
61	COc1c2occc2c(OC)c2c(=O)cc(C(F)(F)C(F)(F)F)oc12	?	-24%	-5%
62	CC(=O)N1CCc2cc(S(=O)(=O)CCC(=O)NCCc3ccccc3)ccc21	18%	8%	1%
63	CCOc1ccc(NC(=O)CSc2nnc(NC(=O)C3CC3)s2)cc1	-27%	1%	-1%
64	COc1ccc(-c2cc(C(F)(F)F)n3nc(C(=O)N(C)Cc4ccccc4)cc3n2)cc1OC	10µM*	-35%[5.75 µM]	-2%
65	O=C(CN1C(=O)NC2(CCCC2)C1=O)Nc1nc2ccccc2[nH]1	45%[activator]	14%	-3%
66	O=C(Nc1cccnc1Cl)c1cc(-c2ccco2)on1	-17%	.	-8%
67	CCc1ccc(NC(=O)C2CCCN(S(=O)(=O)c3cccnc3)C2)cc1 (stereo not given)	-13%	-3%	-4%
68	COCC(C)N=Cc1c(O)[nH]c2ccccc12 (stereo not given)	14%	31%[activator]	-8%
69	COCCN1Cc2cccc(C(=O)N3CCN(c4cc(C)ccc4C)CC3)c2C1=O	9%	-3%	-12%
70	COCCn1c(=N)c(S(=O)(=O)c2ccc(F)cc2)cc2c(=O)n3cccc(C)c3nc21	?	?	0%
71	O=C(C1CCCO1)N(c1ccc(F)cc1)C1C=CS(=O)(=O)C1 (stereo not given)	23%	20%	-6%
72	Nc1ccccc1SCc1cn2cccnc2n1	1%	33%[activator]	-17%
73	O=C1C2CCCCN2C(=O)N1CCN1CCN(c2ccc([N+](=O)[O-])cc2)CC1 (stereo not given)	0%	5%	0%

entry	Sm TGR block	LmPK inh	Pf growth 48h
61	-15%	-5%	-14%
62	-29%	3%	7%
63	4%	-4%	17%
64	-2%	-4%	6.6µM*
65	-1%	.	20%
66	1%	-5%	.
67	-17%	3%	?
68	-1%	1%	22%
69	-5%	9%	.
70	-20%	-5%	-9%
71	0%	4%	4%
72	3%	4%	38%[activator]
73	10%	-5%	3%
